Hsp70 displacement = Hsp70 inhibitors, probe displacement, primary screen, biochemical, fluorescence polarization (AID 583); Heat shock 70 kDa protein 1A (Homo sapiens); Hsp70 fluorescence polarization probe displacement, mP; higher % means a stronger effect; displacement, % at 20 µM, or IC50 in µM where a hit was titrated; 140,000 tested, 0.06% active; in the data active means displacement above about 50%;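 further: plate controls were vehicle for no effect and reference ligand for full effect; a part of the inactive calls stands beside numbers as strong as those of hits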
MKP-3 inhibition = MKP-3 phosphatase inhibitors, primary screen, biochemical, rat enzyme, in vitro (AID 425). recombinant MKP-3 phosphatase activity, fluorescence; higher % means a stronger effect. inhibition, % at 20 µM, or IC50 in µM where a hit was titrated. 110,000 tested, 0.17% active; in the data active means inhibition above about 50%;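 further: plate controls were vehicle for no effect and reference inhibitor for full effect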
* = called active by the depositor; . = not tested or not shown; & = joins results of further samples.

SMILES	Hsp70 displacement	MKP-3 inhibition
CC(C)CCn1c(=O)c2ccccc2c2ccccc2c1=O	0.7%	.
CC1CC1C(=O)OCc1cc(=O)n2cc(Br)ccc2n1 (stereo not drawn)	0.2%	-10.5%
COC(=O)Cc1c[nH]c2ccc(OCC(O)CNC(C)C)cc12 (stereo not drawn)	4.2%	-7.7%
Cc1ccc(C)c(S(=O)(=O)N2CCN(CC(=O)N3CCc4ccccc4C3)CC2)c1	-0.8%	.
Cc1ccc(S(=O)(=O)Nc2ccccc2-c2nc3ccccc3c(=O)o2)cc1	-3.3%	3.2%
Cc1ccccc1-c1nnc(SCc2ccccc2)o1	2.0%	-8.3%
COc1ccc(CN(C2CCCC2)S(=O)(=O)c2ccc(-n3cnnn3)cc2)cc1OC	0.5%	0.5%
COc1ccc(N2C(=O)NC(=O)/C(=C\c3ccc(-c4ccccc4C(=O)O)o3)C2=O)cc1	5.3%	5.2%
Cc1ccccc1NC(=O)Cn1cnc2c1c(=O)n(C)c(=O)n2C	0.1%	.
O=C(Oc1cccc(/C=N/Nc2nc(N3CCOCC3)nc(N3CCOCC3)n2)c1)c1ccco1	-3.7%	-0.4%
O=C(O)CC1=C(O)C(=O)N(c2ccccc2)C1c1ccc(Cl)cc1 (stereo not drawn)	4.0%	.
Cc1cc(C(=O)OCC(=O)NCCCN2CCCC2=O)c2ccccc2n1	0.6%	.
O=C(Nc1ccc(NC(=O)c2cc3ccccc3o2)cc1)c1ccc(Br)cc1	0.9%	0.1%
COc1cccc(CN(Cc2cccnc2)S(=O)(=O)c2ccc(-n3cnnn3)c(C)c2)c1	3.8%	-8.4%
O=C(CNC(=O)c1ccco1)OCC(=O)c1ccc2ccccc2c1	-5.1%	.
Cc1ccc(S(=O)(=O)N(C)c2ccc(C(=O)N3CCN(Cc4ccc5c(c4)OCO5)CC3)cc2)cc1	-3.5%	.
CCCc1cc(Nc2cccc(OCC)c2)n2ncnc2n1	-2.7%	-0.2%
Brc1ccccc1/C=N\N1CCN(c2ccccc2)CC1	-1.4%	5.8%
COc1c(C)cc(Br)cc1C(=O)NCc1cccnc1	5.7%	-4.4%
O=C(CCOc1ccccc1)Nc1ccccc1	-2.5%&-1.7%	0.4%
CC1CCC(NC(=O)C2(C)CCC(=O)N2Cc2cccnc2)CC1 (stereo not drawn)	-0.7%	-8.0%
C=CCn1c(SCC(=O)Nc2cc(C)cc(C)c2)nnc1-c1cnccn1	1.5%	-9.7%
COc1cccc(C2(O)CCN(C(=O)Cc3cccnc3)CC2)c1	1.1%	.
O=C(CN1CCN(C(=O)c2ccco2)CC1)Nc1ccc2c(c1)OCCO2	2.9%	-8.3%
Cc1cccc(OCCCCc2c(C)n[nH]c2C)c1C	7.0%	2.1%
Cc1cc(=O)oc(C)c1C(=O)Nc1cccc2nonc12	-0.5%	0.9%
CCOC(=O)c1cnc(SCC(=O)Nc2ccc(NC(=O)CC)c(OC)c2)nc1N	-3.1%	2.0%
CCOC(=O)c1ccc(N2NC(=O)/C(=C/c3ccc(O)cc3)C2=O)cc1	4.7%	5.0%
CCOCCn1c(=O)c2c(nc3n2CCN3c2ccc(CC)cc2)n(C)c1=O	-0.7%	0.0%
O=C(NCC1c2ccccc2CCN1C(=O)CN1C(=O)c2ccccc2C1=O)C1CCCCC1 (stereo not drawn)	4.1%	.
COc1ccc(Nc2ncccc2C(=O)Nc2ccccc2)cc1	1.4%	-0.7%
CC1CCCCN1C(=O)N[C@@H](Cc1ccccc1)C(=O)O (stereo partly drawn)	-2.9%	-0.2%
O=C(O)c1ccccc1/C=C1\SC(=S)N(c2cccc(C(F)(F)F)c2)C1=O	-1.0%	3.8%
CCCCc1cc(=O)oc2cc(C)c(CN3CCCC3)c(O)c12	5.9%	-11.8%
O=C(NCCO)C(=O)Nc1nc(C23CC4CC(CC(C4)C2)C3)cs1	1.9%	0.8%
Cc1nnc(SCC(=O)N2CC(=O)Nc3ccccc32)n1C	-1.6%	.
COc1ccc(S(=O)(=O)N(CC(=O)Nc2cccc(C(C)=O)c2)c2ccc(C)cc2)cc1OC	3.8%	-0.1%
CCc1ccc(C(C)NC(=O)c2cc(C)oc2C)cc1 (stereo not drawn)	1.2%	-1.1%
CCOC(=O)C(C)n1cnc2c(nnn2-c2ccc(C)cc2)c1=O (stereo not drawn)	0.6%	3.8%
Cc1ccc(SCCNC(=O)CN(c2ccccc2C)S(C)(=O)=O)cc1	3.8%	-3.4%
CCCn1nc(NC(=O)c2ccncc2)c2cc3ccccc3nc21	0.7%	-6.4%
O=C1NN(c2ccc(Cl)c(Cl)c2)C(=O)/C1=C/c1ccc(Cl)c([N+](=O)[O-])c1	1.3%	2.3%
CCn1nnc(NC(=O)C(C)Oc2ccc(Cl)cc2Cl)n1 (stereo not drawn)	1.8%	-2.1%
COc1ccc(N2CCN(S(=O)(=O)c3ccc(Cl)c(C(F)(F)F)c3)CC2)cc1	4.7%	5.7%
COc1ccc(/C=N/NC(=O)c2ccc(Br)o2)c(C(=O)O)c1OC	0.2%	0.5%
CCc1c(C)c2c(C)nn(-c3ccccc3)c2[nH]c1=O	-1.5%	-0.3%
CC(=O)CC(=O)Nc1cccc(I)c1	2.3%	3.5%
c1ccc2c(NC3=NCCCCS3)cccc2c1	-5.6%	.
O=C1NC(=S)NC(=O)C1=Cc1ccccc1OCCOc1ccc([N+](=O)[O-])cc1	3.6%	-2.2%
COc1cc2c(=O)n(Cc3ccccc3)c(=O)n(CC(=O)C(C)(C)C)c2cc1OC	-0.7%	4.0%

Part of the list above, as labelled records.
> CCCn1nc(NC(=O)c2ccncc2)c2cc3ccccc3nc21
  Hsp70 displacement: 0.7%; MKP-3 inhibition: -6.4%

> O=C1NN(c2ccc(Cl)c(Cl)c2)C(=O)/C1=C/c1ccc(Cl)c([N+](=O)[O-])c1
  Hsp70 displacement: 1.3%; MKP-3 inhibition: 2.3%

> CCn1nnc(NC(=O)C(C)Oc2ccc(Cl)cc2Cl)n1 (stereo not drawn)
  Hsp70 displacement: 1.8%; MKP-3 inhibition: -2.1%

> COc1ccc(N2CCN(S(=O)(=O)c3ccc(Cl)c(C(F)(F)F)c3)CC2)cc1
  Hsp70 displacement: 4.7%; MKP-3 inhibition: 5.7%

Quoted from the listing.
Entry for CCn1nnc(NC(=O)C(C)Oc2ccc(Cl)cc2Cl)n1 (stereo not drawn) under MKP-3 inhibition: -2.1%
Entry for c1ccc2c(NC3=NCCCCS3)cccc2c1 under Hsp70 displacement: -5.6%
Entry for COc1ccc(N2CCN(S(=O)(=O)c3ccc(Cl)c(C(F)(F)F)c3)CC2)cc1 under Hsp70 displacement: 4.7%
Entry for O=C1NN(c2ccc(Cl)c(Cl)c2)C(=O)/C1=C/c1ccc(Cl)c([N+](=O)[O-])c1 under Hsp70 displacement: 1.3%

Continuation:
SMILES	Hsp70 displacement	MKP-3 inhibition
O=c1c2ccccc2nc(N2CCN(c3ccccc3)CC2)n1Cc1ccccc1	-7.3%	-0.3%
CC(C)CCn1cnc2c(c1=O)c1nc3ccccc3nc1n2Cc1ccc2c(c1)OCO2	-0.5%	1.6%
Cc1ccc(/C=N/NC(=O)C2(C)CC2(Br)Br)cc1 (stereo not drawn)	-1.9%	1.9%
Brc1ccc(-c2ncc(-c3ccccc3)cn2)cc1	-1.0%	.
CCOC(=O)C1CCN(C(=O)C(c2ccccc2)c2ccccc2)CC1	-0.6%	2.3%
CC(=O)Oc1ccc2nc(-c3ccc(C)c([N+](=O)[O-])c3)oc(=O)c2c1	1.2%	-3.2%
Cc1c(S(=O)(=O)N2CCN(C(=O)c3ccco3)CC2)c(=O)n(C)c(=O)n1C	-4.8%	-0.2%
CCc1ccc(-n2c(C)cc(/C=N\NC(=O)c3ccco3)c2C)cc1	-2.7%	5.5%
CCNc1nc(NC(C)C)nc(NS(=O)(=O)c2ccc(N)cc2)n1	-5.3%	.
O=C(c1coc2ccc(O)c(CN3CCOCC3)c12)C1CC1	4.0%&-1.2%	-9.0%&3.9%
O=C(COC(=O)C1CC(=O)N(C2CCCCC2)C1)c1ccc(F)cc1 (stereo not drawn)	.	-7.4%
N#Cc1c2c(c(=S)n(-c3ccccc3)c1N)CCCC2	8.9%	-2.7%
CNC(=O)c1cc2cc(Cl)cc(OC)c2oc1=O	4.9%	-3.9%
CCOC(=O)Cc1csc(NC(=O)c2ccc(OC)c(OC)c2)n1	-10.6%	.
O=c1c(/C=N/O)c(Nc2ccccc2)nc2ccccn12	-1.7%	2.5%
CCN1C(=O)/C(=C/c2nc3ccccc3c(=O)n2-c2cccc(C)c2)c2ccccc21	4.6%	3.6%
O=C(NCc1ccc(F)cc1)c1cnc2n(c1=O)CCS2	2.3%	-4.4%
CC(=O)c1cccc(NC(=O)c2cnn3c(C(F)(F)F)cc(-c4cccs4)nc23)c1	5.3%	13.2%
O=C(CCN(CCO)Cc1ccccc1)Nc1ccc(Br)cc1	-3.9%	-14.9%
O=C(NCCCN1CCOCC1)c1cc2cc(Cl)cc(Cl)c2oc1=O	5.7%	-7.9%
N#C/C(=C(/O)C(c1ccccc1)c1ccccc1)c1nc2ccccc2s1	-0.7%	4.5%
CC(=O)NC(c1ccc(N(C)C)cc1)c1c(O)ccc2ccccc12 (stereo not drawn)	-4.0%	3.3%
Cc1noc(C)c1CSc1nc2sc3c(c2c(=O)n1C)CCCC3	5.9%	.
COc1ccc(S(=O)(=O)N(CCc2ccccc2)CC(=O)Nc2ccc(F)cc2)cc1OC	-6.0%	0.8%
COc1ccc(-c2nnnn2C)cc1S(=O)(=O)Nc1cccc(C(F)(F)F)c1	2.9%	3.3%
CC(=O)Nc1cccc(-c2nc3cc(C)ccc3o2)c1C	-6.0%	4.6%
CC(=O)NCC(=O)N(C)C(C(=O)Nc1ccc(C(C)C)cc1)c1ccccc1 (stereo not drawn)	-11.9%	.
CCOc1cc(S(=O)(=O)NCCN2CCOCC2)c(C)cc1C	0.6%	-6.6%
CC(C)OC(=O)c1c(-c2ccc(Br)cc2)csc1NC(=O)CCC(=O)O	-4.5%	3.4%
COc1ccc(COC(=O)NNC(=O)c2cccc(Cl)c2)cc1	1.1%	-0.4%
Cc1onc(-c2ccccc2)c1C(=O)Nc1sc2c(c1C(N)=O)CCC2	-7.3%	4.3%
O=C(CSc1nc2ccccc2c(=O)n1Cc1ccc(C(=O)NC2CC2)cc1)NCc1ccco1	3.2%	-2.8%
CC(=NC#N)C1=C(O)c2ccccc2C1=O	4.6%	2.4%
CCc1nnc(NC(=O)C(C)N2C(=O)C3C4C=CC(C4)C3C2=O)s1 (stereo not drawn)	-1.8%	1.8%
COc1ccc(S(=O)(=O)NNC(=O)c2ccc(F)cc2)cc1	2.9%	0.2%
CC(=O)N1CCc2cc(S(=O)(=O)N3c4ccccc4CC3C)ccc21 (stereo not drawn)	-1.8%	.
COc1cc(C(=S)N2CCOCC2)ccc1OCc1ccccc1	-2.2%	-0.4%
COc1ccc(CCNC(=O)C2CCN(c3nn4c(=O)cc(C)nc4s3)CC2)cc1OC	3.3%	-2.3%
Cc1ccc(-c2noc(-c3ccccc3C(=O)N3CCCC3)n2)cc1	0.5%	-3.3%
CC#CCNCc1ccccc1	5.8%	.
O=C(CC1NC(=O)NC1=O)Nc1ccccc1 (stereo not drawn)	-1.4%	.
O=C1CN(C(=O)CCN2CCOCC2)C(c2ccccc2)c2cc(Br)ccc2N1 (stereo not drawn)	0.3%	-8.0%
CCCS/C(N)=N/N=C/c1ccccc1O	8.6%	.
CCN=C(NCC)SC1CC(=O)N(c2cccc(OC)c2)C1=O (stereo not drawn)	0.9%&2.1%	-1.1%&-0.4%
COC(=O)CSC1=NC(=O)/C(=C/c2cccc(OC)c2)S1	-5.5%	-0.2%
COc1cc2c(cc1OC)C1=C(C#N)CN(CC(=O)O)CN1CC2	11.0%	3.8%
Cc1cccc(N(CC(=O)N2CCOCC2)S(C)(=O)=O)c1	-3.8%	.
O=S(=O)(c1ccc(Oc2ccccc2)cc1)N1CCCCCC1	1.5%	-1.6%
CCSc1nnc([C@@H]2CCCN2C(=O)OC(C)(C)C)o1	4.9%	-1.1%
Cc1cccc(-c2cc(C(=O)Nc3ccccc3C(N)=O)c3ccccc3n2)c1	2.1%	0.2%

Going on with the list:
SMILES	Hsp70 displacement	MKP-3 inhibition
Fc1cccc(Cl)c1-c1nnc2ccc(N3CCOCC3)nn12	-0.7%	-4.0%
O=C(NCC1CC1)C1CCCN(S(=O)(=O)c2ccc(-n3cnnn3)cc2)C1 (stereo not drawn)	-2.7%	-1.6%
C=CCSc1nnc(NC(=O)CSc2nnc(C)s2)s1	5.7%	-13.0%
Cc1ccc(-c2nc3ncccc3o2)cc1NC(=O)C(C)C	-1.5%	0.8%
CC(C)Oc1ccc(C2c3c(oc4ccccc4c3=O)C(=O)N2CCCN2CCOCC2)cc1 (stereo not drawn)	-6.2%	-10.3%
CCN(CC)c1ccc(C2N(C(=O)N3CCOCC3)CCN2S(=O)(=O)c2ccc(C)cc2)cc1 (stereo not drawn)	0.4%	.
CCOC(=O)C(=O)/C(C#N)=C/Nc1ccccc1	-0.5%	.
O=C(Nc1ccc(Br)cc1)C1CCCN1S(=O)(=O)c1cccs1 (stereo not drawn)	.	0.3%
CCNC(=O)CSc1nc2cc(OC)c(OC)cc2c(=O)n1CCC1=CCCCC1	-2.0%	-1.1%
Cn1c(=O)[nH]c2nc(-c3ccccc3)[nH]c2c1=O	0.7%	0.4%
CCOC(=O)C1CCCN(Cc2nc(N)nc(Nc3ccc(OC)cc3)n2)C1 (stereo not drawn)	-3.1%	0.6%
CCOC(=O)COc1ccc(/C=C2\C(=O)NN(c3ccc(Cl)c(Cl)c3)C2=O)cc1OC	1.2%	4.8%
O=C(CSc1nc2ccccc2c(=O)n1Cc1ccccc1)NCc1ccco1	-2.5%	.
CCCC(=O)Nc1sc2c(c1C(=O)OCC)CCCC2	7.1%	0.8%
Cc1nnc(NC(=O)c2ccccc2F)s1	-0.6%	3.8%

Some of the compounds tested. The share of hits here may be higher or lower than overall.
